Screens (PubChem)
M1 antag: human M1 muscarinic receptor antagonists, primary screen, CHO-K1 cells, Fluo-8 calcium fluorescence, 1536-well. inhibition, % at 3 µM. CHO-K1 hM1, ACh EC80 antagonist. 1.3% of 360,000 active. Muscarinic acetylcholine receptor M1 (Homo sapiens), P11229. AID 588852, 2011;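 active means percent inhibition above its own plate's cutoff, namely the mean of that plate's compound wells plus 3 SD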;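 further: peak over basal fluorescence ratio during 140 s after agonist addition; 0% = ACh EC80 plus DMSO and 100% = DMSO alone without agonist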
CHRM4 antagonist: human M4 muscarinic receptor antagonists, primary screen, CHO cells, Fluo-8 calcium fluorescence; 0.73% of 360,000 active; AID 624125, 2012; CHO-hM4 cells, ACh EC80; inhibition, % at 3 µM;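 active means inhibition above its plate's cutoff, the mean inhibition of sample wells plus 3 SD, cut at about 27% in these data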;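 further: 0% = acetylcholine EC80 with DMSO and 100% = DMSO without agonist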
Target sequence (P08173 whole entry, looked up): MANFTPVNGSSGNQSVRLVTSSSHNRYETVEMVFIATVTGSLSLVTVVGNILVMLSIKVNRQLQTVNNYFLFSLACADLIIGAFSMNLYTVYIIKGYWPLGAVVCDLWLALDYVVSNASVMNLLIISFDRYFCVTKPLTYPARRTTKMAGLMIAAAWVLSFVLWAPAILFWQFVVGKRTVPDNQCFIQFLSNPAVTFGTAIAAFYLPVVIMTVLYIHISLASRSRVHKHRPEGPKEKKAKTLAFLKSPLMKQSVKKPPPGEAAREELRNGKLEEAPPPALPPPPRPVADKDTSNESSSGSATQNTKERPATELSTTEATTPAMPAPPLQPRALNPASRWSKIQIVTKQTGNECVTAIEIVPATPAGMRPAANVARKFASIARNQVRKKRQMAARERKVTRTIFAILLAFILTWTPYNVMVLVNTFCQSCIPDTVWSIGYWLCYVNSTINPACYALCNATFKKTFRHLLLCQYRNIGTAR
CHRM4 PAM: human M4 muscarinic receptor positive allosteric modulators, primary screen, CHO-K1 cells, Fluo-8 calcium fluorescence. Muscarinic acetylcholine receptor M4 (Homo sapiens), P08173. CHO-K1 hM4/Gqi5, ACh EC20; 0% = ACh EC20, 100% = maximal ACh. activation, % at 3 µM. 0.4% of 360,000 active;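 active means activation above its plate's cutoff, the mean activation of sample wells plus 3 SD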; further: some results filed as inactive read as strong as hits
CHRM5 PAM: human M5 muscarinic receptor positive allosteric modulators, primary screen, CHO-K1 cells, Fluo-8 calcium fluorescence | AID 624038, 2012 | CHO-K1 hM5, ACh EC20 PAM; 0% = ACh EC20, 100% = ACh EC100 | Muscarinic acetylcholine receptor M5 (Homo sapiens), P08912 | activation, % at 3 µM | 0.3% of 360,000 active;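 active means activation above the run cutoff, the mean activation of all test compounds plus 3 SD, cut at about 18% in these data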
Target sequence (P08912 whole entry, looked up): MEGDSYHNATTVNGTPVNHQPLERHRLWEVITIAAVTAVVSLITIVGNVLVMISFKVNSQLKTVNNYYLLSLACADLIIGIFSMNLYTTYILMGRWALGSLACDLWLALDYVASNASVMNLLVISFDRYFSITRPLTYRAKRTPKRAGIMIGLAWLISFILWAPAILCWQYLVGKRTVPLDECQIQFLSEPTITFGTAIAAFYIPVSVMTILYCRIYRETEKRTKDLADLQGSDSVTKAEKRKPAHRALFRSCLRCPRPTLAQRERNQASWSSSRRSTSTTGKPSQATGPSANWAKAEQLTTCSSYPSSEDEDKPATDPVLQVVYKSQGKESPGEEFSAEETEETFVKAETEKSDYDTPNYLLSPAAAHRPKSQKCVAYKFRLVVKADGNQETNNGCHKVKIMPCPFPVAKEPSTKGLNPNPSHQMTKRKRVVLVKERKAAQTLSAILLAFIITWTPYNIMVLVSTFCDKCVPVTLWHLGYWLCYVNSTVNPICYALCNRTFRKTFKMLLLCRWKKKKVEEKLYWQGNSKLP
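Assay system – human M5 receptor in CHO-K1 cells · Read-out – % activation, ACh-normalized · Technique – Fluo-8 calcium fluorescence · Dosing – single-point, 3 µM nominal · Incubation – Fluo-8 loading 80 min at 37 °C plus 30 min room temperature · Repeats – singlicate, one well per test compound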
M1 PAM: human M1 muscarinic receptor positive allosteric modulators, primary screen, CHO-K1 cells, Fluo-8 calcium fluorescence, 1536-well; Muscarinic acetylcholine receptor M1 (Homo sapiens), P11229; CHO-K1 hM1, ACh EC20; 0% = ACh EC20, 100% = maximal ACh; activation, % at 3 µM; 0.088% of 360,000 active; AID 588819, 2011; in the data active means activation above about 19%, passing the limit was not always enough
M4 ag: human M4 muscarinic receptor agonists, primary screen, CHO-K1 cells, Fluo-8 calcium fluorescence; CHO-K1 hM4/Gqi5; vehicle 0%, full acetylcholine response 100%; Muscarinic acetylcholine receptor M4 (Homo sapiens), P08173; activation, % at 3 µM; AID 624127, 2012; 0.14% of 360,000 active;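 active means activation above the run mean over all test wells plus 3 SD, cut at about 32% in these data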;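 further: peak over basal fluorescence ratio per well then scaled between controls; 0% = DMSO wells and 100% = acetylcholine at EC100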
M5 antag: human M5 muscarinic receptor antagonists, primary screen, CHO cells, Fluo-8 calcium fluorescence; Muscarinic acetylcholine receptor M5 (Homo sapiens), P08912; CHO-hM5 cells, ACh EC80; inhibition, % at 3 µM; 0.59% of 360,000 active;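 active means inhibition above a per-plate cutoff, the mean of that plate's test compounds plus 3 SD, cut at about 27% in these data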;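 further: 0% = acetylcholine EC80 with DMSO and 100% = DMSO without agonist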
M5 ag: human M5 muscarinic receptor agonists, primary screen, CHO-K1 cells, Fluo-8 calcium fluorescence | 0.19% of 360,000 active | Muscarinic acetylcholine receptor M5 (Homo sapiens), P08912 | AID 624037, 2012 | activation, % at 3 µM | CHO-K1 hM5 cells; 0% DMSO wells, 100% maximal acetylcholine response;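 active means activation above the run's mean over test compounds plus 3 SD, cut at about 23% in these data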;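 further: signal is peak over basal fluorescence ratio across the kinetic read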
CRFBP-R2 agonist: agonists of CRF-BP/CRF-R2 complex, primary screen, cell-based, HEK293, calcium dye fluorescence, uHTS; calcium dye fluorescence (FLIPR); percent of saturating CRF peptide response; AID 588473, 2011; 0.46% of 350,000 active; activation, % at 13.2 µM;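 active means activation of at least 50%, plus an integration ratio under a set limit after plate pattern correction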;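 further: plate controls were neutral control wells without compound for no effect and CRF at EC100 for full effect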
* hit, by the source's call; x = not tested or not shown.

compound,M1 PAM,CHRM5 PAM,CRFBP-R2 agonist,M5 antag,CHRM4 PAM,M5 ag,M1 antag,M4 ag,CHRM4 antagonist
S=c1[nH]nc(-c2ccccc2)n1CC1CCCO1 (stereo not given),10,4,-0.2,-4,19,-2,-11,1,-2
COC(=O)c1sc(S(=O)(=O)N2CCCCC2C(=O)O)c(C(=O)OC)c1C (stereo not given),7,2,-0.5,-7,1,-4,-5,1,3
Cc1ccc(SCCOCCN2CC(C)OC(C)C2)cc1 (stereo not given),6,7,0.0,1,-6,-8,-12,1,-7
CCOC(=O)C1CCCN(C(=O)c2ccc(OC)c([N+](=O)[O-])c2)C1 (stereo not given),-8,0,2.4,-7,4,-4,5,1,-8
Cc1nn(CC(=O)NCCCN2CCC(N3CCCCC3)CC2)c(=O)c2cc(-c3ccccc3)nn12,-12,4,1.4,-4,-16,-8,18,1,3
O=C1C(=O)N(CNc2cccnc2)c2ccccc21,5,6,0.0,-2,-2,-4,-10,3,4
Oc1ccc2nnc3c(Br)cnn3c2c1,-10,-1,146*,7,-4,2,17,17,8
COc1ccc(C(=O)COC(=O)CCNS(=O)(=O)c2ccccc2)cc1Br,5,-8,2.6,16,-3,-2,-8,4,6
O=C(CN(Cc1ccccc1)C(=O)CCC(=O)Nc1ccccn1)NCc1ccc(F)cc1,14,2,0.3,10,1,-1,-8,4,0
CC(C)(C#N)Nn1cnnc1,12,4,2.7,1,6,4,-10,0,3
OC(COc1ccc(OCC(O)CN2CCN(Cc3ccccc3)CC2)cc1)CN1CCN(Cc2ccccc2)CC1 (stereo not given),-10,-1,5.2,7,-13,-10,11,14,7
CC1(C(=O)N2CC3(CC(c4ccccc4)=NO3)C[C@H]2C(=O)NCC(N)=O)CC1 (stereo not given in full),5,12,0.8,-1,6,2,-3,0,-11
CCOC(=O)c1ccc(NC(=S)NC(=O)COc2ccccc2)cc1,0,-2,0.6,-10,-2,2,-1,2,1
CCC1=Nc2cc(C(=O)NCCN3CCCC3)ccc2Sc2ccccc21,-9,5,0.5,-3,-11,-8,9,0,9
Cc1ccc(C(=O)OCC(=O)Nc2cccc(S(=O)(=O)N3CCOCC3)c2)o1,0,3,-0.9,-2,6,2,-3,2,-1
O=C(NCC(c1cccs1)N1CCOCC1)c1cc(S(=O)(=O)N2CCOCC2)c(Cl)cc1Cl (stereo not given),7,-2,-1.6,6,8,-1,-4,3,-8
O=C(COc1ccccc1Cl)Nc1ccccc1C(=O)Nc1cccc(C(=O)O)c1,-1,-4,-2.0,-4,5,-3,8,0,7
O=C1NC(=Nc2ccccc2Br)SC1(CO)CO,-5,5,-0.8,-5,2,1,11,0,-1
CCC(C)[C@H](NC(=O)C1CCC(CNC(=O)[C@@H]2CCCN2C(=O)OC(C)(C)C)CC1)C(=O)O (stereo not given in full),18,5,0.5,8,2,-2,-8,-1,-2
CCCC(=O)C1CCN(Cc2ccccc2)CC1,3,-2,0.3,0,1,-1,-10,1,3
O=C(COc1ccc([N+](=O)[O-])cc1)NC(C(=O)O)C(O)c1cccc([N+](=O)[O-])c1 (stereo not given),10,6,0.1,1,-2,0,-13,1,0
CSc1ccccc1OCc1cc(C(=O)NC2CCOC2)no1 (stereo not given),0,1,-0.7,-21,1,0,-3,2,-10
O=C(O)CCCN(Cc1cccc(Br)c1)S(=O)(=O)c1ccc(Br)cc1,8,1,-1.9,7,-2,-1,-4,2,-1
CCN(CC(=O)Nc1c(F)cccc1F)C(=O)c1ccc(C)c(S(=O)(=O)N2CCCCC2)c1,2,-4,0.0,12,2,1,8,2,-12
COc1ccc(/C=C2\CCCC(C(=O)C(F)(F)F)=C2O)cc1,10,2,0.4,-2,3,-2,4,0,8
Cc1cc(C)cc(N(CC(=O)NCc2ccco2)C(=O)CCC(=O)Nc2nccs2)c1,16,9,4.0,-6,-7,1,-5,0,1
CCCCNC(=O)Cn1c(-c2ccc(OC)cc2)noc1=O,4,-9,-0.9,10,7,0,7,0,1
O=C(NCC1CCCO1)c1c(O)nc2sccn2c1=O (stereo not given),-1,-1,-0.8,7,8,2,7,0,1
CC/C=C/C(=O)N1CC2(CC(c3cccc(NC(=O)CC(c4ccccc4)c4ccccc4)c3)=NO2)C[C@@H]1C(N)=O (stereo not given in full),-3,4,-0.9,12,3,-6,11,1,0
CC(NC(=O)C1CCN(S(=O)(=O)N2CCCCCC2)CC1)c1ccccc1 (stereo not given),3,-5,-1.4,5,0,6,-3,11,-11
Nc1nc(Nc2ccc(Cl)cc2Cl)nc(C(F)(F)F)n1,-4,-2,0.7,-6,10,-8,-2,-1,-2
Cc1ccccc1-c1nnn(CC(=O)Nc2ccc3c(c2)OCCO3)n1,-1,4,-3.4,13,1,-5,10,1,-2
CCOc1ccc(NC(=O)COc2coc(CN3CCc4ccccc4C3)cc2=O)cc1,11,1,-2.4,14,10,0,-3,0,-10
CN1/C(=C\P(=O)(N(C)C)N(C)C)C(C)(C)c2ccccc21,2,-9,3.7,34*,-2,5,18,8,20
Fc1cccc(F)c1-c1nc(-c2ccncc2)no1,7,0,-1.9,-3,1,0,-12,1,6
CC(C)C[C@H](NC(=O)OC(C)(C)C)C(=O)N1CCC(C(=O)N[C@@H](Cc2ccccc2)C(=O)O)CC1,14,2,0.9,-7,12,1,-15,-1,-12
CCCCCC(=O)Nc1cccc(C2=NOC3(C2)C[C@@H](C(N)=O)N(C(=O)C2(C)CC2)C3)c1 (stereo not given in full),0,3,-1.3,3,4,5,11,3,1
O=C(Cc1ccc(Cl)cc1)N1CCN(c2ccccc2)CC1,3,2,-0.3,-3,-7,-1,-4,1,-6
O=c1c2ccccc2[nH]c(=S)n1Cc1ccccc1Cl,4,-1,1.4,3,2,-9,-3,0,-3
CC(C)C(=O)NC(=S)Nc1c(Cl)ccc2nsnc12,2,4,-1.5,4,14,1,-6,1,-15
CCOC(=O)CNC(=O)C1Cc2ccccc2CN1S(=O)(=O)c1cccs1 (stereo not given),-1,3,1.1,7,-4,3,-8,2,-4
O=C(c1nc2ccccn2c1CNCCCn1ncc2ccccc21)N1CCCC1,2,-1,0.4,6,-14,-2,-10,2,-10
Cc1cccc(-n2c3nc(=O)[nH]c(=O)c-3cc3c(C)nn(-c4ccccc4)c32)c1C,5,-6,-2.9,7,13,-2,-2,0,-1
Cc1ccc(SC(C)C(=O)N2CCN(c3ccccc3)CC2)cc1 (stereo not given),-1,8,-0.7,4,1,-7,7,1,1
O=C(COc1ccccc1)NCCSCc1ccc(Cl)cc1,12,-3,1.2,11,9,2,-4,0,8
COc1ccc(OCC(O)CN2CC(C)OC(C)C2)cc1 (stereo not given),2,-3,0.5,0,2,3,-3,0,-6
COC(=O)c1cccc(NC(=O)NC(=O)c2ccc(Cl)cc2)c1,8,0,-1.7,7,9,-1,-18,1,-8
O=S(=O)(c1ccc(Br)cc1)c1nc(-c2ccccc2)oc1NCCN1CCOCC1,-1,4,0.5,8,-1,-2,4,1,4
CC(=O)Nc1c(C#N)c(-c2ccccc2)c(C#N)c(=O)n1-c1ccc(C)cc1,0,4,x,-2,4,0,-10,0,0
CCn1c(=O)n(CC(=O)Nc2cc(OC)ccc2OC)c(=O)c2ccccc21,2,-4,-1.2,-10,1,-2,4,2,-5

Compound profiles, as listed above. Order of screens: M1 PAM	CHRM5 PAM	CRFBP-R2 agonist	M5 antag	CHRM4 PAM	M5 ag	M1 antag	M4 ag	CHRM4 antagonist
CC/C=C/C(=O)N1CC2(CC(c3cccc(NC(=O)CC(c4ccccc4)c4ccccc4)c3)=NO2)C[C@@H]1C(N)=O (stereo not given in full) is listed with -3	4	-0.9	12	3	-6	11	1	0
Nc1nc(Nc2ccc(Cl)cc2Cl)nc(C(F)(F)F)n1 is listed with -4	-2	0.7	-6	10	-8	-2	-1	-2
CC(C)C[C@H](NC(=O)OC(C)(C)C)C(=O)N1CCC(C(=O)N[C@@H](Cc2ccccc2)C(=O)O)CC1 is listed with 14	2	0.9	-7	12	1	-15	-1	-12

(cont.)
compound,M1 PAM,CHRM5 PAM,CRFBP-R2 agonist,M5 antag,CHRM4 PAM,M5 ag,M1 antag,M4 ag,CHRM4 antagonist
CCOC(=O)c1cnn2c(C(F)(F)F)cc(-c3cn(C)nc3C)nc12,8,7,-0.8,-6,18,2,-7,4,-10
O=C(NN1C(=O)C2C3C=CC(C3)C2C1=O)c1ccncc1 (stereo not given),4,-2,-1.2,2,5,-2,-4,1,1
NS(=O)(=O)c1ccc(NC(=O)c2cccc(Cl)c2)cc1,4,0,-1.9,4,7,2,-7,2,5
COc1cc(C(=O)NC(=S)NC(C)C)cc(OC)c1OC,-7,-2,1.1,0,-2,-3,9,0,-6
O=C(CCn1cccc1)Nc1ccccc1F,7,5,-1.7,-8,11,-1,-8,1,-21
N/C(=N\OC(=O)CC(c1ccccc1)c1ccccc1)c1cccnc1,3,-2,-9.9,1,6,-8,-11,2,-16
Cc1ccc(NC(=O)C(C)N2C(=O)C3C4CC(C(Br)C4Br)C3C2=O)cc1 (stereo not given),12,-3,35,4,1,-1,-10,10,-5
COc1ccccc1CNC(=O)c1n[nH]c2ccccc12,8,0,-1.6,6,-1,-6,-13,1,-6
O=C(CC(=O)c1ccccc1)Nc1cccc([N+](=O)[O-])c1,-11,-14,2.0,19,-6,3,11,17,8
Cc1csc(SCC(=O)Nc2ccc(C)c(S(=O)(=O)N(C)C)c2)n1,-1,-5,12,4,0,3,-12,4,-15
COc1ccc(Cl)cc1NC(=O)COC(=O)c1c(-c2ccccc2)noc1C,11,2,-0.1,3,0,-1,-3,0,3
Cc1cc(C)c2nc(NC(=O)C3CCCO3)sc2c1 (stereo not given),0,7,-1.0,-9,5,-6,-6,-1,-6
O=C(CSc1ncnc2c1oc1ccccc12)Nc1ccc2c(c1)OCCO2,1,0,-2.9,0,14,0,0,1,1
Cc1ccc(-c2nc3ccc(C)cn3c2CC2CCCCC2)cc1,x,6,x,10,13,4,x,-1,-11
O=C(CSCc1cc(=O)n2ccsc2n1)Nc1ccccc1,-3,-2,0.3,8,1,-1,6,0,9
O=c1[nH]c(N2CCOCC2)nc2ncn(Cc3ccccc3)c12,8,0,-0.8,0,11,-1,-5,1,3
Cc1ccc(C(=O)OCC(=O)Nc2ccc3c(c2)OCCO3)cc1C,2,3,-2.3,4,-6,0,-1,0,-3
COc1ccccc1NC(=O)C1=C(C)Nc2nnnn2C1c1ccccn1 (stereo not given),1,-3,-1.4,0,0,-1,-22,1,0
